# Lipid storage S3: qHTS Assay for Lipid Storage Modulators in Drosophila S3 Cells; Drosophila S3 cells, BODIPY lipid droplet fluorescence, 18-24 h; cells fed with added oleic acid; Potency in µM for hits, for the others lipid storage change, negative = inhibition, % at the top dose, mostly 46.1 µM; hit rate 0.64% among 320,000; AID 2685; active = well fitted inhibition curve with a large enough effect in the signal ratio, with a control signal flat, not every such curve was filed as active; inconclusive = small, poorly fitted or top-dose-only effect, or effect the other way, or a change in a side signal; the % refers to the signal ratio
#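 Drosophila S3 cells got compounds at several concentrations plus oleic acid (400 uM solution). Laser-scanning cytometry with 488 nm excitation read lipid droplets at 500-530 nm and cells at 575-640 nm. Percent activity was relative to 20 uM Triacsin C.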
# Lipid storage S3 cell count max: also measured in Lipid storage S3; calls as there; cell number change, %; measured here: cell count max response;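 cells counted by Cell Tracker Red CMTPX staining in the red channel; peak over a dose series mostly up to 46.1 µM; percent activity relative to internal control wells on each plate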
# * hit, by the source's call; i = inactive; ? = inconclusive; . = no result given; [ ] = remark or other dose. % is scaled to controls: 0 for no effect and ±100 for the full control effect; potency is read from the fitted curve at half-maximal effect. An excerpt; count on the stated rates, not on these rows.
SMILES,Lipid storage S3,Lipid storage S3 cell count max
Cc1ccccc1OCCn1c(=O)sc2ccccc21,3.0%,-8.0
COc1ccc(C2=NN(C(N)=S)C(c3ccccc3)C2)cc1 (stereo not drawn),7.9%,-7.4
C/C(N)=C(/C#N)C(=O)COC(=O)c1cc(-c2cccc3ccccc23)nc2ccccc12,17.9%,-0.6
COc1ccc(-c2cc(-c3ccccc3O)[nH]n2)cc1OC,11.0%,-20.6
O=C1CCN(CCc2ccccc2)CCN1[C@H](CO)Cc1ccccc1,?,.
O=C1NC2(CCN(Cc3ccccc3)CC2)Oc2ccccc21,-0.1%,2.0
CC(=O)c1cn(CC(=O)Nc2ccccc2Cl)c2ccccc12,?,.
CC(=O)c1ccc(-n2c(CCC(=O)O)ccc2-c2ccccc2)cc1,?,.
CCn1c(O)c(N=NC(=O)C(O)c2ccccc2)c2ccccc21 (stereo not drawn),10.2%,26.1
CC(=O)Nc1ccc(NC(=O)C(=O)N/N=C/c2cccnc2)cc1,?,.

# Copied from the list:
# COc1ccc(-c2cc(-c3ccccc3O)[nH]n2)cc1OC @ Lipid storage S3 cell count max = -20.6
# Cc1ccccc1OCCn1c(=O)sc2ccccc21 @ Lipid storage S3 cell count max = -8.0
# COc1ccc(C2=NN(C(N)=S)C(c3ccccc3)C2)cc1 (stereo not drawn) @ Lipid storage S3 cell count max = -7.4

# Continued:
SMILES,Lipid storage S3,Lipid storage S3 cell count max
CC1Cc2ccccc2N1C(=O)c1cccnc1 (stereo not drawn),?,.
Cc1ccc(S(=O)(=O)N2CCC(C(=O)NNS(=O)(=O)c3ccc(Cl)cc3)CC2)cc1,-27.5%,4.8
CC(Oc1ccccc1F)c1nnc(SCC(=O)NCc2ccc3c(c2)OCO3)o1 (stereo not drawn),?,.
COc1cc2c(cc1OC)C(C)N(C(=O)Cc1ccc(C(F)(F)F)cc1)CC2 (stereo not drawn),-9.9%,.
CCCCn1c(N)c(N(CCOC)C(=O)c2ccc(N3CCCC3=O)cc2)c(=O)[nH]c1=O,?,.
O=C(COc1ccccc1/C=C1\SC(=O)NC1=O)Nc1ccc(F)cc1,?,.
Cc1c(Cl)c([N+](=O)[O-])nn1CC(=O)NCc1ccc(Cl)cc1,-8.9%,23.5
COc1ccc(CC(=O)N/N=C/c2ccc(-c3cccc(C(=O)O)c3)o2)cc1OC,?,.
CCC(=O)N(CCN1CCOCC1)Cc1cc2cc3c(cc2nc1Cl)OCO3,?,.
Cn1nc(C(F)(F)F)c(C(=O)Nc2ccc(F)cc2F)c1Sc1ccc(Cl)cc1,?,.
CCC(=O)N1CCN(c2ccccc2NC(=O)COc2ccccc2Cl)CC1,?,.
COc1ccc(-c2noc(-c3ccc4c(c3)OCO4)n2)cc1,?,.
OCC1(Cc2ccccc2)CCN(Cc2cc3ccccc3o2)CC1,?,.
CCC(=O)NC(NC(=S)Nc1cccc2cccnc12)C(Cl)(Cl)Cl (stereo not drawn),?,.
Cc1ccc(NC2=C(Cl)C(=O)OC2OC(C)C)c(C)c1 (stereo not drawn),15.3%,9.0
NS(=O)(=O)c1cccc(NC(=O)COC(=O)C2CCCCC2)c1,?,.
Cc1ccc(C(=O)NC(=S)Nc2ccc3[nH]c(=O)[nH]c3c2)c(C)c1,-3.6%,7.1
CC(C)[N+](C)(CCOC(=O)C1c2ccccc2Oc2ccccc21)C(C)C,1.0%,9.1
O=C(C1=C[C@H](c2csc3ccccc23)C[C@H](OCCCCO)O1)N1CCOCC1,9.0%,11.6
Cc1ccc(C)c(C2C(C#N)=C(N)Oc3cc(C)oc(=O)c32)c1 (stereo not drawn),-1.9%,1.8
O=C1Nc2ccc(Br)cc2C12NNc1ccccc1O2 (stereo not drawn),23.1µM*,.
COC(=O)[C@@H]1C[C@@]2(O)[C@@H](O)[C@@H](O)[C@@H](O)C[C@H]2N1Cc1ccc(C(F)(F)F)cc1,?,.
CCOC(=O)c1sc(N2C(=O)C(O)=C(C(=O)c3ccc(C)o3)C2c2cccc([N+](=O)[O-])c2)nc1C (stereo not drawn),?,.
O=C1CCC(=O)N1CN(Cc1ccco1)CN1C(=O)CCC1=O,-11.1%,-4.1
O=C(NC(NCC1CCCO1)C(Cl)(Cl)Cl)c1cccc2ccccc12 (stereo not drawn),?,.
O=C(CCc1nnc(Cc2ccc(-c3ccccc3)cc2)o1)NCCc1ccccn1,21.0%,19.8
Cc1ccc(S(=O)(=O)N2CCN(C(=O)N(c3ccccc3)c3ccccc3)CC2)cc1,?,.
Cc1ccn2c(=O)nc(SCC(=O)N3CCCc4ccccc43)nc2c1,-15.7%[0.0737 µM],.
Cc1cc(C)c(NC(=O)CN2C(=O)NC3(CCCc4ccccc43)C2=O)c(Cl)c1 (stereo not drawn),?,.
Cc1ccsc1C1C(C#N)=C(N)OC2=C1C(=O)CC(C)(C)C2 (stereo not drawn),?,.
COc1ccccc1-n1c(=S)[nH]c2c(sc(=S)n2-c2ccc(C)cc2C)c1=O,?,.
O=C(CCNS(=O)(=O)c1ccc(OC(F)(F)F)cc1)NCCc1c[nH]c2ccccc12,?,.
NC(=O)c1ccc(NC(=O)CSc2nnc(-c3ccncc3)n2Cc2ccco2)cc1,?,.
CC(C)c1ccc(CNC(=O)C(=O)NCC2CCCO2)cc1 (stereo not drawn),7.1%,12.2
CC(=O)N1C(=O)C2(Nc3ccccc3N2)c2ccccc21,?,.
CCN(CCCNC(=O)CCCn1c(=O)[nH]c2ccccc2c1=O)c1cccc(C)c1,-5.1%,-8.1
O=C(N/N=C1\CCCc2ccccc21)C(O)c1ccccc1 (stereo not drawn),-8.7%,-12.2
Cc1cnc(C(=O)OCC(=O)NC23CC4CC(CC(C4)C2)C3)cn1,11.5%,6.3
CCN(Cc1ccccc1)C(=O)CCS(=O)(=O)c1ccc2c(c1)oc(=O)n2C,i,12.7
O=C(Nc1ccc(Br)c2ccccc12)c1ccc2ccccc2c1O,?,.
CC(=O)OC(COc1ccc(F)cc1)Cn1cnc2ccccc21 (stereo not drawn),?,.
Cc1nn(-c2ccccc2)c2sc(C(=O)OC3CCOC3=O)cc12 (stereo not drawn),i,.
COc1cccc(N2CCN(C(=O)CN(c3ccc(C)cc3)S(=O)(=O)c3c(C)n[nH]c3C)CC2)c1,?,.
CN(Cc1nc(-c2cnccn2)no1)Cc1n[nH]c2c1CCCCC2,?,.
C=CCN(c1ccccc1)S(=O)(=O)c1ccc2c(c1)N(C(C)=O)CCO2,12.7%,.
N/C(=N\OC(=O)CCCOc1ccccc1)c1ccc(Br)cc1,?,.
CC(=O)Nc1nc(C)c(C(C)=O)s1,i,.
COc1ccccc1NS(=O)(=O)c1cc(NC(=O)CCC(=O)c2cccs2)ccc1Cl,?,.
O=[N+]([O-])c1ccc(CN2CCC(Cc3ccccc3)CC2)cc1,?,.
CCCOc1ccc2c(c1)C(=NN=C(N)N)c1cc(OCCC)ccc1-2,?,.

# Entries of single compounds as entered above. Values in the order: Lipid storage S3	Lipid storage S3 cell count max
# `CCCOc1ccc2c(c1)C(=NN=C(N)N)c1cc(OCCC)ccc1-2` reads ?	.
# `COc1ccccc1NS(=O)(=O)c1cc(NC(=O)CCC(=O)c2cccs2)ccc1Cl` reads ?	.

# (more compounds)
SMILES,Lipid storage S3,Lipid storage S3 cell count max
Cc1cc(C)c2nc(N3CCOCC3)c(C#N)cc2c1,7.9%,8.3
CN(C(=O)CCNC(=O)N1CC(=O)Nc2ccccc21)C1CCCCC1,i,.
Cc1nn(C(C)c2n[nH]c(=S)n2-c2cccc(Cl)c2)c(C)c1[N+](=O)[O-] (stereo not drawn),-2.4%,-5.6
C=CCCC(=O)Nc1nc(C)c(-c2csc(Nc3cc(Cl)ccc3OC)n2)s1,?,.
CN(C)S(=O)(=O)n1cc(/C=C(\NC(=O)c2ccccc2Cl)C(=O)NCCN2CCOCC2)c2ccccc21,?,.
NS(=O)(=O)c1cccc(NC(=O)c2cc3ccccc3o2)c1,-7.7%,1.6
COc1ccc(-n2c(Cc3cccn3C)nnc2SCC(=O)Nc2ccc(F)cc2F)cc1,-2.3%,1.6
Cc1ccc(C)c(OCc2nc3ccccc3[nH]2)c1,?,.
COc1ccc(S(=O)Cc2ccc(C(=O)NC3CC3)o2)cc1 (stereo not drawn),12.0%,13.8
Cn1c(=O)n(C)c2cc([N+](=O)[O-])c(N3CCN(C(=O)c4ccccc4Br)CC3)cc21,-18.7%,6.2

# Some of these compounds in order of their number in Lipid storage S3 cell count max, smallest number first:
SMILES,Lipid storage S3,Lipid storage S3 cell count max
Cc1nn(C(C)c2n[nH]c(=S)n2-c2cccc(Cl)c2)c(C)c1[N+](=O)[O-] (stereo not drawn),-2.4%,-5.6
COc1ccc(-n2c(Cc3cccn3C)nnc2SCC(=O)Nc2ccc(F)cc2F)cc1,-2.3%,1.6
Cn1c(=O)n(C)c2cc([N+](=O)[O-])c(N3CCN(C(=O)c4ccccc4Br)CC3)cc21,-18.7%,6.2
Cc1cc(C)c2nc(N3CCOCC3)c(C#N)cc2c1,7.9%,8.3
COc1ccc(S(=O)Cc2ccc(C(=O)NC3CC3)o2)cc1 (stereo not drawn),12.0%,13.8

# The list continues:
SMILES,Lipid storage S3,Lipid storage S3 cell count max
CCc1cccc(NC(=O)CS(=O)Cc2nc(-c3ccc(C)cc3)oc2C)c1 (stereo not drawn),?,.
O=C(O)C1C2CCC(C2)C1C(=O)NCCCn1ccnc1 (stereo not drawn),4.2%,-0.2
CNC(=O)CSc1nnc(-c2ccc(S(=O)(=O)N3CCCC3)cc2)n1-c1cccc(C)c1C,i,.
CC1(C)C(C(=O)OCC(Cl)(Cl)Cl)N2C(=O)C(NC(=O)Cc3ccccc3)C2S1=O (stereo not drawn),21.4%,-7.1
CCN(CC)S(=O)(=O)c1ccc(N/N=C(\C)c2ccc(OC)cc2O)nc1,?,.
COc1ccc(-c2nc(N=Nc3ccc(O)cc3)n[nH]2)cc1,?,.
CC(C)Nc1nnc(SC(C)C(=O)NCc2ccc3c(c2)OCO3)s1 (stereo not drawn),?,.
COc1cc(Br)cc(C=Nc2cccc(C(F)(F)F)c2)c1O,-0.3%,-0.7
CSc1ccccc1C(=O)N1CCC2(CC1)CC(=O)c1ccccc1O2,?,.
CCN(CC)c1ccc(/C=N/NC(=O)CNC(=O)c2ccccn2)cc1,-0.1%,1.9
Cc1nc2ccc(-c3nc4ccccc4[nH]3)cc2[nH]1,?,.
O=C(c1cc([N+](=O)[O-])ccc1N1CCOCC1)N1CCCC1,8.2%,0.5
Cc1cccc(NC2=NCC(=O)N2Cc2ccccc2)c1,?,.
CCCCCOC(=O)CSc1nc2c(c(=O)[nH]c(=O)n2C)n1CCc1ccccc1,?,.
CCC1CN(C(=O)N2CCC(C(=O)NCc3ccccc3OC)CC2)c2ccccc2O1 (stereo not drawn),-7.3%,16.5
CCc1[nH]nc2c1C1(CCN(C(=O)c3ccccc3)CC1)C(C#N)=C(N)O2,10.9%,-1.5
CCOc1ccc(S(=O)(=O)n2cnc3ccccc32)cc1,?,.
Cc1ccc(Nc2c([N+](=O)[O-])ccc3nonc23)c(C)c1,?,.
O=C(NCc1ccccc1)C1C(=O)N(Cc2ccccc2)C(=O)C1C1(O)CCCC1 (stereo not drawn),?,.
CCN(CC)CCN1C(=O)C(=O)/C(=C(/O)c2ccc(OC)c(OC)c2)C1c1ccccn1 (stereo not drawn),-9.7%,19.8
O=C1[C@H]2[C@@H](c3ccc(F)cc3)N3C(=O)N(c4cccc(Br)c4)C(=O)[C@@]3(Cc3ccc(Cl)cc3)[C@H]2C(=O)N1C1CCCCC1,?,.
O=C(NCCS(=O)(=O)N1CCCCC1)c1ccccc1,3.7%,11.6
COc1ccc(NC2CCCN(C(=O)c3ccccc3N3CCOCC3)C2)cc1OC (stereo not drawn),?,.
COCCN(C(=O)COC(=O)c1ccccc1Nc1ccccc1)c1c(N)n(Cc2ccccc2)c(=O)[nH]c1=O,-5.8%,-5.4
CCc1ccc(OCC(=O)NCCc2ccc3c(c2)OCCO3)cc1,i,-30.7
O=C(NCCC(=O)N1CCN(c2cccc(Cl)c2)CC1)c1ccc(Br)cc1,?,.
COc1ccc(Cn2cnc3sccc3c2=O)cc1,-2.6%,-3.8
O=C(Nc1ccc(N2CCN(C(=O)c3ccco3)CC2)cc1)c1ccccc1F,?,.
Cc1nc(-c2cccc(S(=O)(=O)N3CC(C)OC(C)C3)c2)cs1 (stereo not drawn),?,.
CCOC(=O)c1cc2c(ccn2C)n1Cc1ccccc1Cl,?,.
CC1CCCN(CCCNS(=O)(=O)c2cc(Br)cc3c2N(C(=O)C2CC2)CC3)C1 (stereo not drawn),i,-3.5
Cc1cccc(NS(=O)(=O)c2cc3c4c(c2)CCN4C(=O)CC3)c1C,-9.4%[0.0737 µM],-14.5
Cc1ccnc(NC(=O)c2cccc(NC(=O)Cc3ccccc3)c2)c1,12.3%,-5.3
COC(=O)c1ccc(N=C2S/C(=C\c3cc(C)n(-c4cccnc4)c3C)C(=O)N2C)cc1,?,.
CCc1ccc(C(=O)c2cnc3ccc(OC)cc3c2N2CCN(CC)CC2)cc1,-4.3%,-13.9
CN(C)S(=O)(=O)c1cccc(NC(=O)c2c[nH]c3ccccc23)c1,-21.6%,10.5
CCC1Sc2ccc(S(=O)(=O)CCC(=O)NCc3cccs3)cc2NC1=O (stereo not drawn),?,.
CCOC(=O)N1CCN(C(=O)c2cc3cc(F)ccc3[nH]2)CC1,?,.
O=C(CSCc1ccc(Cl)cc1)N1CCCCC1,?,.
COC(=O)COc1ccc(NC(=O)C2CCCO2)cc1 (stereo not drawn),i,-19.6
O=C(c1cc(-c2ccc(Cl)cc2Cl)on1)N1CCCCCC1,-26.7%,23.9
COc1ccc(Br)cc1CNC(=O)Cc1c(C(=O)O)[nH]c2ccc(Cl)cc12,?,.
CC(NC(=O)c1cc2cc([N+](=O)[O-])ccc2oc1=O)C1CCCO1 (stereo not drawn),?,.

# Bioassay records deposited in PubChem by National Center for Advancing Translational Sciences (NCATS).
